KCNH2 WT inh: blocks the wildtype human KCNH2 potassium channel; Q12809; U2OS, BacMam KCNH2, thallium flux FluxOr; active compounds read low; activity change, % at 1.84 µM; hit rate 0.37% among 340,000; AID 720551;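 active = maximum activity change below -70%; inconclusive = maximum activity change between -70% and -50%; inactive = maximum activity change above -50%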; also: % is scaled to controls: 0 for no effect and ±100 for the full control effect
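U2OS cells were transduced with wild-type KCNH2 virus (2.03 x 10^8 / mL) for 4 h at room temperature, then cultured overnight at 37 C. Thallium flux was read with FluxOr dye. Rate constants were normalized to DMSO controls.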
Menin MLL FP TR: menin-MLL binding inhibition, Texas Red mutant peptide. O00255. Potency, µM (titrated, usually from 61.6 µM), for the others: at the highest dose FP activity change, negative = inhibition, usual class: inhibitors. Menin + Texas Red MLL mutant peptide, fluorescence polarization. AID 1768. hit rate 0.23% among 270,000; active = well fitted inhibition curve with a large enough effect in the polarisation, with a control signal flat, not every such curve was filed as active; inconclusive = small, poorly fitted or top-dose-only effect, or effect the other way, or a change in a side signal; inactive = no such curve, though single readings can be large or run the other way; the % refers to the polarisation; also: potency is read from the fitted curve at half-maximal effect; % of control where 0% means no effect; many of its hits are not listed in these tables
USP2a inh: blocks human ubiquitin-specific protease USP2a | Potency, µM (highest dose often 38.3 µM), for inactives: at the highest dose activity change, negative = inhibition, most hits filed as inhibitors | USP2 core, Ub-CHOP2 coupled fluorogenic reporter, 485/531 | hit rate 0.01% among 330,000 | AID 463254;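 also: potency is read from the fitted curve at half-maximal effect; plate controls were DMSO wells for no effect and full inhibition by NEM control for full effect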
Target sequence (O75604 whole entry, looked up): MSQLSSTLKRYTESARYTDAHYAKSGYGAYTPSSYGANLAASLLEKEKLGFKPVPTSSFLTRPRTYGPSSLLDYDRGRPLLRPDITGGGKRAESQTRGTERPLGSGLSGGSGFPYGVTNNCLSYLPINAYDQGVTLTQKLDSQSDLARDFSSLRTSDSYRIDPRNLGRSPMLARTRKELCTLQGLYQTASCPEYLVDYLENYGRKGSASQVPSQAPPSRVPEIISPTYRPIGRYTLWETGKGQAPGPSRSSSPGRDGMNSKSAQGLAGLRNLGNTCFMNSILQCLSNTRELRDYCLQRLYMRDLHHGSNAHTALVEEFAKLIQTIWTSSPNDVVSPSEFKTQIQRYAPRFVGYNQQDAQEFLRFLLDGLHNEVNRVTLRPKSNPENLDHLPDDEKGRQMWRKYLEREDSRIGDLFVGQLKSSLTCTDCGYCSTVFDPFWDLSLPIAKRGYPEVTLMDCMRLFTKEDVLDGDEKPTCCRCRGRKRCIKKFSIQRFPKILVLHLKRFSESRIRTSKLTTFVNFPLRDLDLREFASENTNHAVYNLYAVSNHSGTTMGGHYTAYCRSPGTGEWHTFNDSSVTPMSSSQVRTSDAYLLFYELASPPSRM
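Deubiquitinase activity read as fluorescence (485/531 nm) after Ub-CHOP2 cleavage activates the enterokinase reporter on its substrate; USP2 core 10nM, Ub-CHOP2 and substrate 25nM each, 30min compound preincubation then 60min RT; data normalized to NEM, curves fitted.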
KCNH2 3.1 inh: inhibitors of human KCNH2 3.1 potassium channel isoform. U2OS KCNH2 3.1, thallium flux FluxOr; active compounds read low. activity change, % (tested at about 1.8 µM). hit rate 0.95% among 340,000. AID 720553;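 active = maximum activity change below -70%; inconclusive = maximum activity change from -70% to -50%; inactive = maximum activity change above -50%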;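 also: thallium influx rate constant from kinetic fluorescence after stimulation buffer; % is scaled to controls: 0 for no effect and ±100 for the full control effect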
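U2OS cells transduced with KCNH2 3.1 mutant virus (1.77 x 10^8 /mL, 4 h), plated overnight at 37 C, loaded 45 min with FluxOr dye plus Red40 quencher. Thallium flux rate constant from kinetic reads after stimulation buffer, normalised to controls.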
MLL CXXC-DNA inh: blocks binding of human MLL CXXC domain to DNA. Q03164. Potency, µM (doses to about 115 µM), inactives show top-dose activity change, negative = inhibition, most hits filed as inhibitors. MLL-CXXC / FITC-HOXA9 DNA fluorescence polarization. hit rate 0.037% among 290,000; active = well fitted inhibition curve with a large enough effect in the polarisation, with a control signal flat, not every such curve was filed as active; inconclusive = small, poorly fitted or top-dose-only effect, or effect the other way, or a change in a side signal; inactive = no such curve, though single readings can be large or run the other way; the % refers to the polarisation; also: potency is read from the fitted curve at half-maximal effect
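Steps: dispense CXXC domain solution (7 uM) → pin compounds or unlabeled HOX-A9 DNA control → 5 min ambient → add FLSN-HOX-A9 solution (50 nM) → spin → 30 min ambient → fluorescence polarization. Tris pH 7.5/NaCl/DTT/BSA buffer.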
TRPV1 agonist: activates the human vanilloid receptor TRPV1 | TRPV1-expressing cells, Fluo-8 calcium influx, agonist mode | activation, % at 8.33 µM | hit rate 0.19% among 320,000 | AID 540275; in the data active = activation above about 80%; inconclusive = between about 30% and that limit; also: 0% is about no effect
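TRPV1-expressing cells were cultured overnight at 35.5C and loaded with Fluo-8 calcium dye for 40 to 90 min at room temperature. After a 10 s baseline, compound was added and calcium influx was read kinetically for 3 min (ex 480/em 520 nm).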
FBPA coupling cs: inhibits coupling enzyme system, counter-screen for aldolase hits. coupling enzyme system counterscreen, AmpLite Red fluorescence. activity change, negative = inhibition, % at 58.2 µM, hits read low. hit rate 0.67% among 290,000; in the data active = activity change below about -30%; also: % is scaled to controls: 0 for no effect and ±100 for the full control effect
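Counterscreen of the coupled detection system alone, without aldolase: glyceraldehyde-3-phosphate coupling enzymes plus AmpLite Red readout. Compounds at 57.5 uM final, 10 min RT preincubation, 20 min RT reaction, fluorescence 525/598 nm.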
Giardia killer: Giardia lamblia killing. Giardia lamblia trophozoite viability. activity change, % at 7.66 µM, hits read low. hit rate 0.15% among 340,000; in the data active = activity change below about -80%; inconclusive = between about -30% and that limit;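 also: parasites exposed to compound for two days anaerobically before the ATP read; % is scaled to controls: 0 for no effect and ±100 for the full control effect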
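Viability, read as ATP luminescence: trophozoites at 100 cells/well, compound added, 48 hrs anaerobic at 37 deg C, then 15-30 min room-temperature development before reading.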
GALK inh: galactokinase (human) inhibition | Purified GALK, Kinase-Glo residual ATP luminescence | Potency, µM (highest dose often 57.5 µM), for inactives: at the highest dose activity change, negative = inhibition, hits mostly inhibitors | hit rate 0.007% among 270,000; also: potency is read from the fitted curve at half-maximal effect; % is scaled to controls: 0 for no effect and ±100 for the full control effect
Target sequence (P51570 whole entry, looked up): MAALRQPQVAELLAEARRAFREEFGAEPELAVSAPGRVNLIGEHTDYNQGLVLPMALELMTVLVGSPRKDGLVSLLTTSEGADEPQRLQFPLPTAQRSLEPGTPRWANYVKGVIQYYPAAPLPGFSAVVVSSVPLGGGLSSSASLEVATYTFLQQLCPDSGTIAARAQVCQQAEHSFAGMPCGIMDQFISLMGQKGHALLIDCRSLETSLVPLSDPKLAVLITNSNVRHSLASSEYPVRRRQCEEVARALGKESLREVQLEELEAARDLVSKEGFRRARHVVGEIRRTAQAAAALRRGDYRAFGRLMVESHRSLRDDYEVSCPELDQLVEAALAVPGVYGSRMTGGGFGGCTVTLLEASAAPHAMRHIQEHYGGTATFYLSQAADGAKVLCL
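Kinase-Glo Plus luminescence measured ATP left after a 1 h room-temperature reaction. The reaction used 5 nM GALK, 100 uM galactose and 35 uM ATP at pH 8.0 (20 mM HEPES, 5 mM MgCl2, 60 mM NaCl, 1 mM DTT, 0.01% BSA).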
B2AR arrestin: recruits beta-arrestin to the human beta2-adrenergic receptor | Potency, µM (series often up to 46.1 µM), without a hit: at the highest dose activation, usual class: activators | hit rate 0.02% among 330,000 | beta-arrestin recruitment to beta2AR, cell-based reporter;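 also: potency is read from the fitted curve at half-maximal effect; 0% = DMSO controls and full agonism = EC100 isoproterenol or metaproterenol; nearly all actives have a fitted effect of over 65% in size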
PKM2 act: increases activity of human pyruvate kinase M2 | hit rate 0.34% among 260,000 | purified PKM2, Kinase-Glo ATP luminescence, activation; response scale: 0% is enzyme alone, no compound | Potency, µM (highest dose often 57.5 µM), without a hit: at the top dose activation, actives largely listed as activators; also: potency is read from the fitted curve at half-maximal effect; % is scaled to controls: 0 for no effect and ±100 for the full control effect; nearly all actives have a fitted effect of over 55% in size
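Purified hPK-M2 (>95%) run at intermediate activity with 0.1 mM ADP and 0.5 mM PEP in 50 mM imidazole pH 7.2, KCl, MgCl2; 1 h room temperature. ATP formed read by Kinase-Glo luminescence; normalized to uninhibited and no-enzyme controls.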
* = called active by the depositor; ? = inconclusive; nt = no result given; [ ] = remark or other dose. Unless noted, calls follow the shape of the dose curve; as a rule, active = well fitted curve in the direction sought with a large enough effect; inconclusive = small, poorly fitted or top-dose-only effect, or another doubt; inactive = no such curve, though single readings can be large; an effect the other way counts as inactive or inconclusive.

SMILES	KCNH2 WT inh	Menin MLL FP TR	USP2a inh	KCNH2 3.1 inh	MLL CXXC-DNA inh	TRPV1 agonist	FBPA coupling cs	Giardia killer	GALK inh	B2AR arrestin	PKM2 act
CC(C)N(C(=S)NC1CC2CCC1C2)c1ccccc1 (stereo not given)	3	-12%	-2%	1	-1%	2	3	-10	10%	-0.2%	nt
COC(=O)Cc1csc(Nc2ccccc2Cl)n1	-2	0%	4%	-12	9%	6	1	-8	0%	-0.4%	-7%
CCc1ccc(NC(=O)CN2C(=O)C(=O)N(Cc3ccccc3)C2=O)cc1	nt	-8%	2%	nt	1%	1	1	nt	-4%	0.3%	-1%
COC(=O)c1ccccc1S(=O)(=O)NNC(=O)Nc1ccccc1	-6	-10%	1%	21	1%	0	0	-15	3%	-1.2%	nt
CC(C)C(=O)OCC(=O)Nc1ccc(N=Nc2ccccc2)cc1	-9	?	2%	19	15%	15	1	-5	0%	-0.7%	3%
CCOC(=O)C1=NN(c2ccccc2)C(=O)C1	-2	nt	1%	0	-2%	-6	4	0	2%	-1.0%	-2%
CN(CCOc1ccc(-c2ccn(S(=O)(=O)c3cccc4ccccc34)n2)cc1)c1ccccn1	3	-14%	1%	33	-4%	1	-2	-2	-2%	-0.1%	-21%
Cn1c(SCC(=O)NC(C)(C)C)nnc1-c1cccc(NC(=O)c2ccccc2F)c1	5	0%	1%	7	1%	-1	0	10	-2%	0.1%	4%
Clc1ccc(-c2nnn(Cc3nc4ccccc4s3)n2)cc1	4	6%	2%	0	-4%	23	-3	10	3%	0.1%	-13%
Cc1ccc(NC(=O)CSc2nc(NS(=O)(=O)c3ccccc3)cc(=O)[nH]2)cc1	3	?	0%	3	8%	0	0	4	7%	-0.2%	-2%
CN(C)S(=O)(=O)Oc1cccc(C(=O)Nc2ccc(Cl)cc2)c1	0	?	1%	-11	-2%	-1	-9	8	-2%	-0.7%	-1%
COc1ccc(C(=O)NNC(=O)c2ccccc2[N+](=O)[O-])cc1[N+](=O)[O-]	-8	13%	6%	-4	-11%	0	-1	2	5%	-0.1%	0%
CCOC(=O)Cc1c(C)nc2c(-c3ccccc3)c(-c3ccccc3)[nH]n2c1=O	-13	0%	4%	12	4%	5	3	-9	5%	0.4%	-1%
COc1ccc(CCN(C)C(=O)c2cc(S(=O)(=O)N3CCCCCC3)ccc2OC)cc1OC	23	nt	1%	0	nt	3	nt	27	nt	0.4%	nt
CCOC(=O)CN1C(=O)N[C@@H](c2cccc(C(F)(F)F)c2)[C@@H](C(=O)OC)[C@H]1C	11	-1%[11.7 µM]	nt	-5	nt	nt	1	0	nt	nt	2%[11.5 µM]
CN(C)c1ccc(C2NCC(CCl)O2)cc1 (stereo not given)	1	-11%	1%	2	10%	6	-6	4	2%	-0.5%	0%
COc1cc2c(cc1CNC[C@H]1O[C@@H](n3cnc4c(N)ncnc43)[C@H](O)[C@@H]1O)OCO2	-2	nt	3%	6	nt	nt	nt	-5	nt	-0.3%	nt
CCOC(=O)C1CCCN(C(=O)c2cc(Cl)ccc2Cl)C1 (stereo not given)	-8	-8%	-14%	3	-16%	1	-2	1	0%	0.5%	1%
Cc1cc(-c2n[nH]c(=S)n2/N=C/c2ccc(Cl)c([N+](=O)[O-])c2)n[nH]1	-5	5%	2%	14	0%	10	-1	-16	nt	0.8%	-11%
COc1cccc(NC(=O)CN2CCN(c3nc(-c4cccc(OC)c4)cs3)CC2)c1	2	11%	-3%	-7	4%	?	-4	-10	-2%	-0.2%	-9%
NC(=O)CC(NC(=O)c1ccccc1)c1ccc(NCc2ccc(F)c(F)c2)c([N+](=O)[O-])c1 (stereo not given)	-19	38%[activator]	1%	2	-8%	3	0	2	nt	0.3%	?
Cn1cc(CCC(=O)N2CCCC(C(=O)c3cccc4ccccc34)C2)cn1 (stereo not given)	-16	-9%	0%	6	-27%	23	2	25	5%	-0.1%	20%
CC(=O)Nc1cccc(N/C(N)=N/c2nc(C)cc(C)n2)c1	-4	4%	0%	5	9%	0	-1	13	1%	0.2%	-3%
O=C(OCC(=O)N1CCN(S(=O)(=O)c2ccc(Cl)cc2)CC1)C1CC1	-7	nt	-1%	5	nt	0	nt	11	nt	-1.8%	nt
O=C(NC(Cc1ccccc1)C(=O)O)c1cccnc1Cl (stereo not given)	-2	-1%	2%	-11	3%	3	2	13	-3%	3.9%	nt
COc1nc(-c2ccccc2)ncc1S(=O)(=O)c1ccccc1	nt	17%	-1%	1	4%	17	0	1	-3%	0.3%	16µM*
CN(C)C(=O)N1CCN(S(=O)(=O)c2ccc3ccccc3c2)CC1	-8	-21%	-1%	22	1%	7	4	1	-4%	-1.0%	?
C=CCn1c(SC(C)C(=O)Nc2ccc(F)c(F)c2F)nnc1C1CC1 (stereo not given)	-8	nt	2%	-128*	nt	2	nt	12	nt	0.0%	nt
O=C1C2C3C=CC(C4CC34)C2C(=O)N1/N=C/c1ccc(-c2ccc([N+](=O)[O-])cc2)o1 (stereo not given)	2	?	3%	-9	51%[activator]	-2	4	-20	2%	0.1%	-2%
CC(=O)Nc1ccc(OCC(=O)NCCc2ccccc2)cc1	-6	24%	-1%	2	13%	4	3	0	-2%	0.2%	0%
COc1ccc(CC(=O)OCC(=O)Nc2cccnc2Cl)cc1OC	-18	-24%	9%	-2	-3%	0	2	-4	-1%	0.0%	0%
NS(=O)(=O)c1cccc(NC(=O)CSc2nc3ccccc3n2-c2ccccc2)c1	15	-9%	-1%	-1	-1%	-2	-5	4	0%	0.2%	-5%
CSc1cccc(NC(=O)/C=C/c2ccccc2)c1	19	?	2%	3	-2%	?	-8	2	2%	0.2%	2%
CCc1ccc(NC(=O)C2=CC(c3ccc(OC)cc3)=NS(=O)(=O)N2C)cc1	-8	57%[activator]	-2%	12	20%	4	-2	4	nt	-0.3%	-1%
O=C(COC(=O)/C=C/c1cccc(F)c1)Nc1ncccn1	-3	nt	-7%	-1	22%	-1	2	-10	-1%	-0.2%	-2%
Cc1occc1C(=O)Nc1ccccc1C#N	28	nt	1%	0	-11%	-1	nt	24	-2%	0.3%	-3%
Cc1cc(C)c[n+](-c2nc3ccccc3nc2[N-]S(=O)(=O)c2cccs2)c1	-111*	2%	5%	11	14%	-3	1	15	0%	-0.4%	9%
CCC(Oc1ccc(C)cc1)C(=O)Nc1ccccc1C(=O)N1CCOCC1 (stereo not given)	-2	nt	0%	nt	0%	5	nt	-16	-2%	0.3%	-3%
CCC(C)Nc1nc2c(c(=O)n(C)c(=O)n2C)n1Cc1ccc(F)cc1 (stereo not given)	2	-28%	0%	-23	-7%	2	0	-18	0%	-2.0%	-5%
COc1cc(C(=O)NCC(=O)OCCN2C(=O)c3ccccc3C2=O)cc(OC)c1OC	-5	13%	-1%	-8	3%	-1	2	-16	4%	-0.3%	12%
CC(=O)c1ccc(S(=O)(=O)Nc2ccc(-c3ccc4nnc(C)n4n3)cc2)cc1	8	?	-1%	4	3%	2	7	4	4%	0.0%	-3%
Clc1ccc(-c2cnc3n2CCC3)cc1	5	-6%	3%	12	5%	?	0	-5	-1%	0.1%	-1%
Cc1ccc(C)c(NC(=S)NC23CN4CN(CN(C4)C2)C3)c1	18	1%	1%	13	0%	4	0	9	0%	0.1%	-5%
Cc1cc(C)c2c(N)c3ccccc3nc2n1	-8	-28%	2%	-6	-18%	0	2	-4	-1%	-0.9%	-4%
O=C(Nc1cc(C(=O)N2CCCC2)ccc1N1CCCC1)c1ccccc1	11	-12%	3%	-5	17%	-2	-2	2	-1%	-0.1%	-4%
CC(C)(C)n1c(O)c2ccc(C(=O)N=NC(=O)c3ccccc3)cc2c1O	1	-3%	-1%	11	14%	0	2	-10	-6%	0.0%	3%
COC(=O)C1CCN(S(=O)(=O)CCNC(=O)c2ccc3c(c2)OCO3)CC1	3	nt	1%	19	nt	-1	nt	5	nt	0.1%	nt
Cc1nnc(SCC(=O)Nc2ccc3c(c2)COC3=O)n1-c1ccccc1	5	12%	3%	-5	-1%	-3	1	4	0%	-0.3%	-3%
COc1cc(C(=O)Nc2ccc(S(=O)(=O)N3CCCCC3C)cc2)cc(OC)c1OC (stereo not given)	-24	17%	4%	-33	33%[activator]	-1	-6	13	-1%	0.2%	3%
Cc1ccc(C(=O)NCCc2nnc3ccc(NCc4ccc5c(c4)OCO5)nn23)cc1	0	nt	-1%	nt	40%	4	nt	-11	-3%	-0.3%	1%

High-throughput results as filed in PubChem.

The list is partial. The share of hits here may be higher or lower than overall.
